High-throughput results deposited in PubChem by several laboratories.
Shn3 inh set2 = reduces Shn3 3'UTR luciferase signal in osteoblasts; 360,000 tested, 0.52% active; AID 588674; inhibition, % at 12.5 µM; Clone20 osteoblast Shn3 3'UTR firefly luciferase, 24 h;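 active means mean inhibition of at least 75% with every replicate also reaching 75%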;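 further: 0% = median of neutral control wells and 100% = pilot-screen positive control compound; some compounds past the cut are filed as inactive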
Peg3 prom inh = Peg3 promoter activity inhibition. 360,000 tested, 1.7% active. inhibition, % at 20 µM. HeLa PEG-Prom luciferase reporter, luminescence, overnight;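 active means inhibition of at least 50% at 20 µM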
NR2E3 ag-1 = activates human photoreceptor nuclear receptor NR2E3; AID 2300; 320,000 tested, 0.12% active; Q9Y5X4; inhibition of corepressor binding, % at 4.78 µM; GST-NR2E3/biotin-RetCOR TR-FRET, 1536-well;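 active means percent inhibition above the cutoff of mean plus 3 SD of all tested compounds, set per screening campaign, cut at about 20% in these data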;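 further: 0% = DMSO wells and 100% = biotin wells as full block of FRET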
Target sequence (Q9Y5X4 whole entry, looked up): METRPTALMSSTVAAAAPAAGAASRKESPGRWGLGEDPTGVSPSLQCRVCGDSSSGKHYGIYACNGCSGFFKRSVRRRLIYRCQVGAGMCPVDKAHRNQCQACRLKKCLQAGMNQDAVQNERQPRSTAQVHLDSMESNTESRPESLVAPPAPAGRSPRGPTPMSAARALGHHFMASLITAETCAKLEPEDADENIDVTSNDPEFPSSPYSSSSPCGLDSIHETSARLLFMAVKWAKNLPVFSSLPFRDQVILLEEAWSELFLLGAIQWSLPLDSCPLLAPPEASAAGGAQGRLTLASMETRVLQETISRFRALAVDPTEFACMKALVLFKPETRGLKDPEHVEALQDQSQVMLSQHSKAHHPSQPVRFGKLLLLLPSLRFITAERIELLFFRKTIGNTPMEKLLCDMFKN
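Test system – NR2E3–RetCOR corepressor complex · Quantity – NR2E3 fusion 1.35 nM · Buffer or medium – Tris pH 7.5 · Incubation – Compound–protein incubation for 5 h at 4 °C · Technique – TR-FRET, Eu(K)-anti-GST donor, streptavidin-D2 acceptor, ex 340, em 617/671 nm · Evaluation – percent inhibition of 671/617 nm emission ratio versus biotin and DMSO controls · Plate – 1536-well format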
CF NFkB inh = blocks PAF-induced NF-kB reporter in cystic fibrosis cells; KKLEB NF-kB-GFP reporter, GFP fluorescence overnight; inhibition, % at 5 µM; 360,000 tested, 0.86% active;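 active means at least 50% inhibition at 5 µM, scaled per plate between neutral and stimulator controls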;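 further: PAF is a Pseudomonas aeruginosa culture filtrate used as stimulus; plate controls were PAF-stimulated DMSO wells for no effect and unstimulated DMSO wells for full effect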
TWEAK-Fn14 inh = inhibitors of TWEAK-Fn14 interaction signaling; AID 1159606; TWEAK-stimulated Fn14 reporter cells, luciferase luminescence, 8 h; 360,000 tested, 2% active; inhibition, % at 10 µM; in the data active means inhibition above about 50%
aDG glyco up = increases alpha dystroglycan glycosylation; Pro5-aDG cells, alpha-DG glycosylation AlphaScreen (IIH6); 0% Pro5, 100% B10-LARGE cell signal; activation, % at 10 µM; 360,000 tested, 0.22% active; AID 624168;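 active means activation of at least 8% versus controls, or a plate z-score of at least 8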;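 further: Pro5 are CHO cells carrying HIG-tagged alpha-DG that lacks glycosylation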
NR2E3 ag-2 = human photoreceptor-specific nuclear receptor agonism | Q9Y5X4 | CHO-S Gal4-NCOR/VP16-NR2E3 two-hybrid, luciferase | inhibition of corepressor binding, % at 3.98 µM | 360,000 tested, 0.35% active | AID 602229;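 active means inhibition above the mean of all tested compounds plus 3 SD, cut at about 70% in these data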;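 further: 0% = DMSO with NR2E3 transfected cells and 100% = cells lacking NR2E3 construct; higher means lower luciferase signal from less NR2E3 corepressor binding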
KKLEB tox = CF airway cell cytotoxicity counter-screen; 360,000 tested, 0.36% active; KKLEB CF airway cells viability, ATPlite luminescence, overnight; stronger effect = lower value; cells stimulated with P. aeruginosa culture filtrate; AID 602141; activity change (cytotoxicity), % at 5 µM;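 active means corrected activity change at or below -50% at 5 µM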
hiPSC survival = hiPSC single-cell survival enhancement | ATPlite luminescence; 100% = ROCK inhibitor wells, 0% = DMSO | survival enhancement, % at 20 µM | 360,000 tested, 0.044% active; in the data active means survival enhancement above about 18%;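 further: cells exposed to compounds for 16 hours before the ATP read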
MITF TRPM1 inh = reduces MITF-dependent TRPM1 promoter luciferase signal; SK-MEL-5 TRPM1 promoter luciferase, 24 h; inhibition, % at 12.5 µM; 330,000 tested, 0.83% active; AID 488899;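 active means mean inhibition across replicates of 60% or more, whatever share of single replicates reaches that level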; further: values of inactives mirror those of a sister screen read the other way
HIF-2a inh = inhibitors of HIF-2a; inhibition, % at 18.8 µM; 786-0 RCC cells HIF-2a reporter, luciferase luminescence, overnight; 360,000 tested, 0.72% active; AID 624352;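 active means inhibition of the luminescence signal of 40% or more relative to plate controls, in a single-dose primary screen at 18.75 µM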
The depositor's hits bear a star; / = no result given. Compounds were not picked by outcome; 4.4% or so of the library scored in one or more.

| canonical_smiles | Shn3 inh set2 | Peg3 prom inh | NR2E3 ag-1 | CF NFkB inh | TWEAK-Fn14 inh | aDG glyco up | NR2E3 ag-2 | KKLEB tox | hiPSC survival | MITF TRPM1 inh | HIF-2a inh |
| --- | --- | --- | --- | --- | --- | --- | --- | --- | --- | --- | --- |
| O=C(CSc1nc2ccccc2c(=O)n1-c1ccc(F)cc1)NC1CC1 | 10 | 2 | 1 | -23 | 18 | 0.2 | -15 | 13 | -4.1 | 10 | 3 |
| CCN(CC)CCCN1C(=O)C(O)=C(C(=O)c2cc3ccccc3o2)C1c1ccccn1 (stereo not drawn) | -6 | 0 | 22* | -13 | -6 | -0.2 | -7 | 11 | -1.0 | 3 | 9 |
| Cc1cccc(/C=C/C(=O)c2ccc([N+](=O)[O-])o2)c1 | 22 | 101* | 13 | 90* | 61* | 0.1 | 29 | -35 | -2.2 | / | 14 |
| CCOC(=O)c1ccc(NS(=O)(=O)c2c(C)[nH]c(C)c2C(=O)N2CCCCC2)cc1 | 10 | 19 | 0 | -9 | 10 | 0.0 | -2 | 14 | -0.3 | 7 | 12 |
| CNC(=O)COc1ccc(S(=O)(=O)Nc2ccc(OC)cc2)cc1 | 12 | 17 | 1 | 4 | 2 | -0.2 | 7 | 0 | 1.5 | -16 | 14 |
| CC(NC(=O)Cn1cnnn1)C12CC3CC(CC(C3)C1)C2 (stereo not drawn) | 3 | 9 | -3 | -14 | 4 | -0.1 | 7 | 8 | 6.1 | 1 | 21 |
| NC(=O)CCCn1c(C(=O)c2ccc(Cl)cc2)c2ccc(C(F)(F)F)cc2[n+]1[O-] | -74 | 3 | 1 | -11 | -5 | 0.4 | -8 | 8 | -0.5 | 24 | 18 |
| Cc1ccccc1CCNC(=O)C1CCC(=O)N(CCc2cccc(F)c2)C1 (stereo not drawn) | -19 | -43 | / | -11 | -2 | 0.3 | -37 | 4 | -0.5 | -12 | -79 |
| O=C(O)c1cc(-c2ccc3ccccc3c2)nc2ccc(F)cc12 | -7 | -181 | 0 | 4 | -53 | 0.0 | -57 | -12 | -0.1 | -3 | -209 |
| COC(=O)c1nn(-c2ccccc2)c(=O)cc1Sc1ccc(Cl)cc1 | -2 | 9 | 0 | 3 | 1 | -0.3 | -17 | -15 | -0.9 | 8 | 10 |
| CCN(CC(=O)Nc1c(F)cccc1F)C(=O)/C=C/c1ccc(OCC#N)c(OC)c1 | 0 | 10 | -2 | -3 | 20 | 0.5 | -24 | 7 | 0.2 | 2 | 6 |
| O=C(COC(=O)c1cccnc1Nc1ccccc1F)NCc1ccc2c(c1)OCO2 | 6 | -19 | -3 | 0 | -13 | 0.0 | -13 | -4 | -2.0 | -3 | 9 |
| Cc1cccc(Nc2nc(N)nc(N)c2N=O)c1 | -3 | 10 | / | 19 | 28 | -0.3 | 24 | -7 | -3.5 | -25 | 16 |
| CCCCNS(=O)(=O)c1ccc(NC(=O)Cc2ccccc2[N+](=O)[O-])cc1 | 13 | 6 | 3 | 3 | 1 | 0.6 | -18 | -5 | 3.0 | 10 | 12 |
| COCCCN1C(=O)C(O)=C(C(=O)c2ccco2)C1c1ccc(Br)cc1 (stereo not drawn) | -3 | 4 | 7 | 8 | -8 | 0.0 | -2 | -4 | 5.2 | -1 | 6 |

Next section; it opens with the 5 that closed the last part.
| canonical_smiles | Shn3 inh set2 | Peg3 prom inh | NR2E3 ag-1 | CF NFkB inh | TWEAK-Fn14 inh | aDG glyco up | NR2E3 ag-2 | KKLEB tox | hiPSC survival | MITF TRPM1 inh | HIF-2a inh |
| --- | --- | --- | --- | --- | --- | --- | --- | --- | --- | --- | --- |
| CCN(CC(=O)Nc1c(F)cccc1F)C(=O)/C=C/c1ccc(OCC#N)c(OC)c1 | 0 | 10 | -2 | -3 | 20 | 0.5 | -24 | 7 | 0.2 | 2 | 6 |
| O=C(COC(=O)c1cccnc1Nc1ccccc1F)NCc1ccc2c(c1)OCO2 | 6 | -19 | -3 | 0 | -13 | 0.0 | -13 | -4 | -2.0 | -3 | 9 |
| Cc1cccc(Nc2nc(N)nc(N)c2N=O)c1 | -3 | 10 | / | 19 | 28 | -0.3 | 24 | -7 | -3.5 | -25 | 16 |
| CCCCNS(=O)(=O)c1ccc(NC(=O)Cc2ccccc2[N+](=O)[O-])cc1 | 13 | 6 | 3 | 3 | 1 | 0.6 | -18 | -5 | 3.0 | 10 | 12 |
| COCCCN1C(=O)C(O)=C(C(=O)c2ccco2)C1c1ccc(Br)cc1 (stereo not drawn) | -3 | 4 | 7 | 8 | -8 | 0.0 | -2 | -4 | 5.2 | -1 | 6 |
| Cc1nc(C(=O)NCCO)cc2c1[nH]c1ccccc12 | -9 | -22 | / | 6 | -5 | 0.0 | -6 | -6 | -0.3 | -8 | -8 |
| CCc1cccc(CC)c1NC(=O)c1ccccc1CCc1ccccc1 | 23 | 11 | 1 | 4 | 4 | 0.2 | -2 | -4 | -1.1 | 6 | 16 |
| Cc1cc(C)nc(-n2nc(C)cc2NC(=O)COC(=O)CCC(=O)c2cccs2)n1 | -16 | 7 | 2 | 0 | -1 | -0.3 | -20 | -8 | 2.4 | 4 | 11 |
| COc1ccc(OCCCC(=O)OC(C)C(=O)Nc2ccc(NC(C)=O)cc2)cc1 (stereo not drawn) | 4 | 5 | 2 | 7 | -6 | -0.2 | -36 | -8 | -0.2 | -20 | 5 |
| CC(C)(C)NC(=O)c1cnn(-c2ccccc2)c1NC(=O)c1ccccc1 | -10 | 5 | 1 | 3 | -2 | 0.4 | -6 | -4 | -0.2 | -7 | 2 |
| O=C(COC(=O)c1ccc[nH]c1=O)Nc1ccc2c(c1)OC(F)(F)O2 | -11 | 1 | 3 | -16 | 5 | 0.1 | -3 | 0 | 0.0 | -2 | 6 |
| COc1ccc(-n2c(C)c(C)c3c(NCCO)ncnc32)cc1 | 4 | -55 | / | 8 | -30 | 0.0 | -33 | -7 | -0.4 | -1 | -93 |
| CC(C)(C)CN1CCN(CC#Cc2ccccc2)CC1CCO (stereo not drawn) | -5 | -9 | 4 | 7 | 17 | 0.1 | -20 | 6 | -0.6 | 16 | -36 |
| Cc1[nH]c2c(ccc3ccccc32)c1C1C(CCN)C1(C)C (stereo not drawn) | 13 | 100* | 2 | 5 | 21 | -0.6 | 3 | -25 | -4.4 | 71* | 1 |
| O=C(Nc1ccccc1)c1c(F)cccc1F | -14 | -39 | 4 | -9 | 5 | -0.1 | -15 | -1 | -0.2 | -23 | -50 |
| Cc1cccc(-n2c(-c3ccccc3)c[nH]c2=S)c1C | -5 | -33 | 2 | 11 | -22 | 0.2 | -65 | 11 | 0.1 | -4 | -25 |
| S=c1[nH]nc(-c2cccnc2)n1-c1ccc2c(c1)OCCO2 | -19 | -31 | 2 | 9 | 19 | -0.2 | -28 | 2 | 0.2 | -15 | -35 |
| C1CCc2c(nc3nnnn3c2NC2CCCC2)C1 | -21 | 1 | -2 | 1 | 9 | -0.1 | -18 | 6 | -2.6 | 5 | -1 |
| Cc1nn(-c2cccc(C(=O)O)c2)c(C)c1[N+](=O)[O-] | 2 | 4 | 5 | -1 | 3 | -0.2 | -7 | 9 | -0.9 | -4 | 9 |
| O=C(CN1C(=O)c2cccc3cccc1c23)N1CCc2ccccc2C1 | 15 | 14 | -2 | -4 | 6 | 0.7 | -11 | 6 | -2.7 | 1 | 25 |
| O=C(c1ccco1)N1CCN(C(=O)C2Cc3ccccc3CN2S(=O)(=O)c2ccc(F)cc2)CC1 (stereo not drawn) | 3 | 17 | 2 | 6 | -11 | 0.0 | -9 | -10 | 1.6 | -5 | 7 |
| COc1ccccc1N(CC(=O)N/N=C/c1ccc(C(=O)O)cc1)S(=O)(=O)c1ccc(C)cc1 | 13 | -8 | -1 | 12 | 7 | 0.0 | -22 | -2 | 0.8 | -4 | 20 |
| CC(C)c1ccc(C(C(=O)NC2CCCC2)N(C(=O)c2csnn2)C2CC2)cc1 (stereo not drawn) | -5 | 10 | 4 | -4 | 32 | 0.2 | 5 | 1 | 1.1 | -16 | 3 |
| Cc1ccc(CN(C)C(=O)CCNC(=O)c2ccc(Cl)cc2)o1 | -10 | -7 | / | 4 | -7 | 0.1 | 12 | -9 | -2.3 | / | 6 |
| CC(C)=CC(=O)Nc1ccc2c(c1)OCO2 | -51 | -124 | 0 | -4 | 42 | -0.2 | -130 | 10 | -2.8 | -44 | -138 |
| COc1ccccc1N1CCN(/N=C/c2cc(OC)c(OC)c(OC)c2)CC1 | -30 | 6 | 5 | 7 | 3 | 0.2 | -1 | 4 | 1.7 | 11 | 11 |
| O=C(Nc1ccc(Cl)cc1Cl)C1CCCO1 (stereo not drawn) | -17 | -32 | 1 | -16 | -12 | -0.2 | -28 | 2 | -0.2 | -23 | -37 |
| CSc1nc2nc(C)c(C/C=C/c3ccccc3)c(=O)n2[nH]1 | 27 | 13 | 2 | -5 | -7 | -0.3 | -32 | 7 | 7.1 | 3 | 5 |
| CCCCn1c(N)c(N(CCOC)C(=O)c2ccc3c(c2)C(=O)N(c2ccccc2Cl)C3=O)c(=O)[nH]c1=O | 3 | 3 | / | -1 | 13 | 0.1 | 26 | -18 | 0.2 | 1 | 4 |
| CCCCCCCC/C=C\CCCCCCCC(=O)NCCO | 2 | -10 | 4 | 11 | 6 | 0.0 | 12 | 27 | 1.6 | -7 | -2 |
| O=C(COc1ccc(F)cc1Br)NCc1ccccn1 | -113 | -152 | -1 | -16 | -8 | 0.1 | -71 | 8 | -2.5 | -45 | -181 |
| COc1cccc(C(=O)/C=C/Nc2ccc(NC(C)=O)cc2)c1 | -56 | -222 | 1 | 0 | -23 | -0.2 | -40 | 4 | -1.3 | -29 | -159 |
| Cn1c(CNC(=O)c2ccco2)nnc1SCC(=O)Nc1ccccc1Cl | -6 | 3 | -1 | 12 | -1 | -0.1 | -20 | 0 | -0.2 | 2 | 7 |
| O=C(COC(=O)c1c[nH]c2ccccc12)Nc1cccc(F)c1 | 1 | -11 | -2 | -3 | 5 | -0.2 | -14 | -2 | 1.0 | 13 | 11 |
